# Akt phos inh: blocks phosphorylation of Akt | Neuro2A IGF-stimulated pAkt S473 HTRF, 20 min; stronger effect = lower value | activity change, % for hits at 50 µM | actives 0.32% (n = 360,000); in the data active = activity change below about -80%; inconclusive = mostly about -51% to -80%; also: % is scaled to controls: 0 for no effect and ±100 for the full control effect
#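 Neuro2A cells (4,500/well, DMEM with 0.5% FBS) were treated with compound at a single 50 µM final concentration, stimulated with 6 nM IGF for 20 min at 37 °C, and lysed. Phospho-Akt Ser473 was read by HTRF as 665/615 ratio ×10^4.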
# TDP43 rescue: inhibitors of TDP-43 toxicity in yeast; TDP-43 expressing yeast growth rescue, BacTiter-Glo, 24 h; Potency, µM (doses to about 46.1 µM), for inactives: at the top dose growth rescue (activation), usual class: activators; actives 1.8% (n = 410,000); also: potency is read from the fitted curve at half-maximal effect; % of control where 0% means no effect; nearly all actives have a fitted effect of over 50% in size
#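 Cell-based yeast growth screen: TDP-43 expression induced in galactose, inoculum OD600=0.02 after raffinose pregrowth to mid-log. Read-out BacTiter-Glo luminescence at 24 hr, 30 deg C; inhibition of toxicity seen as signal increase.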
# Abeta rescue: restores growth of yeast expressing A-beta42 peptide; actives 0.063% (n = 410,000); Potency, µM (top dose mostly 46.1 µM), for inactives: top-dose growth rescue, hits mostly activators; yeast expressing A-beta42, growth rescue, OD600, 48 h; response scale: 0% DMSO, 100% iron-clioquinol control; AID 1347071; also: potency is read from the fitted curve at half-maximal effect; nearly all actives have a fitted effect of over 55% in size
#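 Yeast A-beta toxicity model in growth medium with pinned compounds, 48 h at 30 C; growth read as absorbance at 600 nm. Normalized to FeCl3/clioquinol equimolar mix (positive) and DMSO (negative).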
# aSyn rescue: alpha-synuclein toxicity inhibition in yeast | Yeast expressing alpha-synuclein, growth rescue, BacTiter-Glo, 24 h | Potency, µM (titrated, usually from 46.1 µM), for the others: top-dose growth rescue (activation), hits mostly activators | actives 0.14% (n = 370,000); also: potency is read from the fitted curve at half-maximal effect; % of control where 0% means no effect; nearly all actives have a fitted effect of over 65% in size
#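 Screening used galactose-induced yeast with toxic alpha-synuclein levels, exposed to compound for 24 hr at 30 deg C. Cell growth, read with BacTiter-Glo luminescence, gave the measured signal.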
# MmCpn inh: blocks the Methanococcus maripaludis chaperonin Mm-Cpn | actives 0.031% (n = 330,000) | purified Mm-Cpn ATPase, ADP Transcreener TR-FRET | AID 504842 | Potency, µM (doses to about 76.9 µM), for inactives: at the top dose activity, negative = inhibition, actives largely listed as inhibitors; also: potency is read from the fitted curve at half-maximal effect; % is scaled to controls: 0 for no effect and ±100 for the full control effect; nearly all actives have a fitted effect of over 80% in size
#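 Eu-cryptate anti-ADP/ADP-d2 competition gives a ratio inversely related to ADP. Enzyme at 25 nM was pre-exposed to compound for 10 min, then given 10 uM ATP for 30 min, 37°C throughout.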
# PTHR1 ag: PTHR1 (human) receptor agonism; actives 0.075% (n = 410,000); Q03431; AID 743266; HEK293 GP2 PTHR1 cells, GloSensor cAMP luminescence, 1 h; Potency, µM (titrated, usually from 115 µM), for the others: at the top dose activation, hits mostly activators; also: potency is read from the fitted curve at half-maximal effect; nearly all actives have a fitted effect of over 55% in size; some results filed as inactive show a strong effect at the top dose; inactives centre near -15; many of its hits are not listed in these tables
# Target sequence (Q03431 whole entry, looked up): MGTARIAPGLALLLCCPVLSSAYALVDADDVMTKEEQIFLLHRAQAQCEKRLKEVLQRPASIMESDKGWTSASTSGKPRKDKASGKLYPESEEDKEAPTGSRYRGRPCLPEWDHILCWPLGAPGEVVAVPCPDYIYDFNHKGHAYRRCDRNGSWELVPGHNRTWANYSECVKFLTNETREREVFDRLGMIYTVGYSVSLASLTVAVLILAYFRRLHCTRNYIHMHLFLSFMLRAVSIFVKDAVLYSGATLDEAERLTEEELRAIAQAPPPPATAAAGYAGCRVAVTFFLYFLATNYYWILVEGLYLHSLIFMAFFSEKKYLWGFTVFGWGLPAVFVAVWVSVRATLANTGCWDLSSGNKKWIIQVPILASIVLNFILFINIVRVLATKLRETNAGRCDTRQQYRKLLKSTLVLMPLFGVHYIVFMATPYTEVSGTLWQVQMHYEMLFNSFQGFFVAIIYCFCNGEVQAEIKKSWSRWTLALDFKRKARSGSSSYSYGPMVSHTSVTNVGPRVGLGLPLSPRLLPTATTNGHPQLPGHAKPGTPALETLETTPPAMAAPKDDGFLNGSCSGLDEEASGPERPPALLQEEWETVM
#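 HEK-293-derived GP2 cells expressing PTHR1 and a GloSensor cAMP reporter, 3,000/well, plated overnight, given luciferin plus IBMX (each 0.5 mM as added) for 1 h at 37 °C, then compound for 1 h at 37 °C. Luminescence was read after 15 min at room temperature.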
# GLP-1R inv ag: acts as inverse agonist at human GLP-1 receptor; actives 1.6% (n = 410,000); AID 624417; Potency, µM (top dose mostly 38.3 µM), without a hit: at the top dose activity change, negative = inhibition, hits mostly inhibitors; HEK293 GLP-1R CRE-luciferase, luminescence, 24 h; GLP-1R form is constitutively active; P43220; also: potency is read from the fitted curve at half-maximal effect; % is scaled to controls: 0 for no effect and ±100 for the full control effect; nearly all actives have a fitted effect of over 55% in size
# Target sequence (P43220 whole entry, looked up): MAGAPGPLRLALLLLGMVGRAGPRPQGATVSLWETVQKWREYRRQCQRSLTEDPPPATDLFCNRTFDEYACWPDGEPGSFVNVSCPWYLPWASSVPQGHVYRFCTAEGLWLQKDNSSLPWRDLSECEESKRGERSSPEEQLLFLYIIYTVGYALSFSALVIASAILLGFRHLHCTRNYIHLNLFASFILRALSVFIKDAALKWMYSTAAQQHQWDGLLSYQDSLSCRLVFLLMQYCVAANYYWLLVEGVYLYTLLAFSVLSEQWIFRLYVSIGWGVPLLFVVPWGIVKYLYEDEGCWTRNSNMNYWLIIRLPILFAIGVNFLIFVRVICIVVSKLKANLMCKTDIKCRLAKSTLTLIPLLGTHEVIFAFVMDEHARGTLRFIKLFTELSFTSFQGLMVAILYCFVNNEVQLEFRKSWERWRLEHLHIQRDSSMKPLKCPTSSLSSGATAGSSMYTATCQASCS
#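 Inverse agonism was detected as reduced cAMP-driven luciferase luminescence after 24 h compound treatment. The cells were HEK293 clones expressing constitutively active human GLP-1R with the reporter. Reporter-only and GPR119 cell lines served as counterscreen controls.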
# GLP1R cytotox: cytotoxicity in counter-screen for GLP-1R inverse agonists. HEK293 cAMP-luciferase reporter cells, luminescence, 24 h. Potency, µM (highest dose often 38.3 µM), inactives show top-dose activity change, negative = inhibition, hits mostly inhibitors. actives 0.13% (n = 410,000);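 also: loss of luciferase light is scored as toxicity; potency is read from the fitted curve at half-maximal effect; % is scaled to controls: 0 for no effect and ±100 for the full control effect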
#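 To flag toxic compounds, the library was rerun on cells for 24 hr at 37 deg C and 5% CO2. Viability-linked luminescence was captured 12 min after adding luciferase detection reagent.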
# FUS suppressor: rescues growth of FUS-expressing yeast; S. cerevisiae FUS-expressing, growth rescue, OD600, 24 h; actives 0.24% (n = 390,000); Potency, µM (highest dose often 76.6 µM), for inactives: at the top dose growth rescue (activation), hits mostly activators;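 also: potency is read from the fitted curve at half-maximal effect; plate controls were DMSO vehicle for no effect and reference control for full effect; nearly all actives have a fitted effect of over 55% in size; some results filed as inactive show a strong effect at the top dose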
#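 Absorbance at 600 nm, taken 24hr after compound addition, measured rescue of FUS-yeast growth at 30C. Induction used 2% galactose with seeding at OD 0.005. Controls: CP55940 from 92uM final, DMSO only.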
# * = called active by the depositor; i = inactive; ? = inconclusive; . = no result given; & = joins results of further samples; [ ] = remark or other dose. Unless noted, calls follow the shape of the dose curve; as a rule, active = well fitted curve in the direction sought with a large enough effect; inconclusive = small, poorly fitted or top-dose-only effect, or another doubt; inactive = no such curve, though single readings can be large; an effect the other way counts as inactive or inconclusive.
# Values run as follows: Akt phos inh	TDP43 rescue	Abeta rescue	aSyn rescue	MmCpn inh	PTHR1 ag	GLP-1R inv ag	GLP1R cytotox	FUS suppressor
Cc1ccccc1NC(=O)Nc1ccc(C(F)(F)F)cc1
  i	-10.3%	11.4%	-8.6%	0.9%	-24.9%	4.47µM*	-14.0%	-1.5%
CC1NC(=O)c2cccnc2-n2c1nc1ccccc1c2=O (stereo not given)
  i	?	-3.9%	5.8%	.	-24.5%	-1.5%	-13.2%	-2.4%
CCN(CC)CCCNC(=O)c1sc2ncn(CC(=O)Nc3ccc(C)c(Cl)c3)c(=O)c2c1C
  i	6.0%	-9.6%	0.7%	-1.2%	i	?	?	-4.9%
COc1cccc(CNC(=O)CSc2ccc(-c3ccccn3)nn2)c1
  i	5.5%	-12.5%	?	-2.3%	-25.0%	3.5%	0.4%	20.7%
CCCCN(C(=O)CCCc1nc2ccccc2s1)c1c(N)n(CC(C)C)c(=O)[nH]c1=O
  i	16.4%	5.3%	1.5%	1.5%	-19.7%	0.4%	-16.7%	.
Cc1cc(CNC[C@H]2O[C@@H](n3ccc(N)nc3=O)[C@H](O)[C@@H]2O)no1
  i	0.0%	-3.2%	2.9%	.	i	14.0%	2.5%	-8.4%
O=C(CN1CCN(C(=O)C2CCCO2)CC1)Nc1ccc(Cl)cc1 (stereo not given)
  i	-16.0%	-11.9%	-7.2%	-2.6%	i	-3.7%	0.3%	.
COc1ccccc1C(=O)N1CCN(C(=O)[C@H]2O[C@@H](n3ccc(N)nc3=O)[C@H](O)[C@@H]2O)CC1
  i	13.7%	-7.7%	-0.5%	.	-20.6%	-4.6%	-12.1%	-26.6%
COc1cc(C)c(Cl)cc1S(=O)(=O)NCc1ccco1
  i	27.8%	6.9%	-0.8%	-13.3%	i	?	-6.7%	5.4%
Cc1cc(C)cc(N(CC(=O)NCC2CCCO2)C(=O)CCC(=O)Nc2nccs2)c1 (stereo not given)
  i	-25.1%	-6.6%	-1.5%	-1.5%	-21.0%	19.8%	-0.9%	1.4%
Cc1c(Cl)cnc(NC(=O)COC(=O)Cc2coc3ccc4ccccc4c23)c1Cl
  i	24.6%	10.7%	11.3%	-13.7%	-12.2%	-6.5%	3.1%	?
CCOC(=O)C1CCCN(C(=O)c2cc(CN3C(=O)c4ccccc4C3=O)ccc2OC)C1 (stereo not given)
  i	0.0%	-11.5%	-2.7%	1.3%	i	-28.5%	3.2%	24.0%
Cc1cc(N2CCC(C)CC2)nc2cccc(O)c12
  i	18.6%	16.4%	0.6%	0.7%	-51.8%[inhibitor]	-9.0%	?	-9.7%
COC(=O)c1ccccc1NC(=O)Nc1cnccn1
  .	3.9%	8.6%	.	-0.8%	i	2.8%	0.4%	-3.5%
CC(=O)c1ccc(N2CCN(c3ccc(NC(=O)c4cccs4)cc3C(=O)O)CC2)cc1
  .	22.8%	-0.6%	.	.	-14.7%	5.7%	-0.1%	5.9%
COc1cccc(NC(=O)CNC(=O)Cn2cnc3sc4c(c3c2=O)CCCC4)c1
  i	1.8%	?	-1.1%	2.4%	i	-18.1%	-3.5%	-0.3%
CCc1nc2ccc(C(=O)Nc3cccc(NS(C)(=O)=O)c3)cn2c1N(C)CCN1CCOCC1
  i	9.3%	-20.0%	-11.5%	.	-7.3%	16.0%	-7.3%	-14.0%
Cc1cccc(C)c1NC(=O)C1(C)CSCC(=O)N1CCCN1CCOCC1 (stereo not given)
  i	7.3%	-9.6%	-2.1%	.	i	16.7%	3.2%	-7.2%
COc1ccc(CNC(=O)c2cn(Cc3ccc(S(=O)(=O)N(C)C)cc3)c(=O)s2)cc1
  i	5.0%	-4.9%	-5.9%	.	i	8.6%	0.5%	43.8%
COc1ccc(F)cc1S(=O)(=O)NCCc1csc(-c2ccc(Cl)cc2)n1
  .	?	-16.5%	.	.	-4.4%	?	-8.2%	?
CC1CC(C)CN(S(=O)(=O)c2cc3c(cc2Cl)NC(=O)CO3)C1 (stereo not given)
  i	14.1%	2.0%	-0.3%	-1.6%	-22.7%	4.5%	1.2%	-13.4%
c1ccc2c(c1)nnn2Cc1nnc2sc(-c3ccncc3)nn12
  i	-19.1%	-12.6%	-4.5%	-7.0%	-0.9%[57.5 µM]	0.9%	-9.4%	17.3%
CC1CC(C(F)(F)F)n2ncc(C(=O)O)c2N1 (stereo not given)
  i	5.2%	-5.9%	1.2%	-1.1%	-19.1%[57.5 µM]	-4.3%	10.9%	-24.6%
O=C(CSc1nnc2n(C3CCCCC3)c(=O)c3ccccc3n12)OC1CCCCC1
  i	-24.8%	9.3%	1.1%	0.9%	-8.6%[57.5 µM]	-6.2%	-15.2%	-1.3%
COc1ccc(NC(=O)CSc2nc3[nH]c(=O)cc(O)c3s2)cc1OC
  i	-0.3%	2.0%	-2.2%	-1.5%	i	-7.7%	-0.5%	.
Cc1ccc(C(=O)COc2ccccc2-c2ccccc2)cc1
  i	9.8%	0.0%	-4.0%	-0.1%	-10.0%	?	22.3%	19.4%
O=C(O)c1ccccc1Nc1cccc(OCc2ccc3ccccc3n2)c1
  i	12.1%	-8.6%	-3.6%&-2.6%	-1.9%	-7.9%	1.5%	9.1%	-1.4%
Cc1ccn2c(CNCC3COCCO3)c(C(=O)N3CCCCCC3)nc2c1 (stereo not given)
  i	0.0%	-10.4%	3.2%	0.3%	-9.3%	3.1%	-25.3%	.
C[C@H]1CN([C@@H](C)CO)C(=O)CCCn2cc(nn2)CO[C@@H]1CN(C)S(=O)(=O)c1ccc(Cl)cc1
  i	?	4.2%	1.2%	.	-3.0%	26.7%	1.8%	1.1%
O=c1oc2ccccc2n1CSc1nc2ccccc2s1
  i	?	0.0%	-6.0%	1.8%	-10.2%	-27.5%	-3.3%	0.0%
Cc1ccc(NC(=O)CN2C(=O)CSc3ccc(S(=O)(=O)N(C)C)cc32)cc1C
  .	15.3%	-5.0%	.	.	i	-29.7%	-4.5%	25.1%
C=CCNC(=O)C1CC1(c1ccc(C)cc1)c1ccc(C)cc1 (stereo not given)
  i	18.6%	-2.1%	0.3%	0.9%	-25.5%	?	-2.7%	18.9%
CCCn1c(=O)c2sccc2n2c(CCCC(=O)Nc3ccc(Oc4ccccc4)cc3)nnc12
  .	12.4%	3.4%	.	.	-1.6%	2.4%	-14.1%	9.3%
COc1cccc(NC(=O)CN(C)C(=O)c2ccc(NC(=O)CC3SC(N4CCCCC4)=NC3=O)cc2)c1 (stereo not given)
  i	-1.2%	-2.7%	-2.7%	0.8%	i	2.7%	-1.8%	21.2%
COc1ccccc1N1CCN(C(=O)c2cc3cc(Br)ccc3oc2=O)CC1
  i	?	-17.9%	5.9%	-2.0%	-27.3%	?	-4.0%	-14.2%
CCOC(=O)c1c(S(=O)(=O)N2CCN(C3CCCCC3)CC2)c(C)n(C)c1C
  i	-20.2%	-1.0%	-1.5%	1.4%	?	24.1%	?	19.4%
Cc1ccc(OCC(=O)Nc2cccc(-c3nc4ccccc4s3)c2)cc1
  .	-8.4%	-11.7%	.	.	-62.5%[inhibitor]	9.8%	-8.4%	-4.1%
CCOCCCNC(=O)c1cc2c(-c3ccc(Cl)cc3)nn(C)c2s1
  i	?	7.1%	2.1%	-1.0%	i	28.7%	4.0%	8.0%
Cc1ccc(O)c(C(=O)c2cnc3c(c2)COc2ccc(C)cc2-3)c1
  i	14.1%	3.4%	-9.9%	1.7%	i	?	-14.4%	12.0%
CCCC(=O)Nc1nnc(CC(=O)N2CCCC2)s1
  i	-8.5%	-2.4%	-1.4%	-2.3%	-17.9%	10.4%	-0.4%	22.2%
COCCSc1ccccc1C(=O)N1CCN(Cc2ccccc2)CC1
  i	28.4%	-7.8%	1.9%	-5.0%	?	3.5%	2.7%	-44.0%
COC(=O)[C@H](CCSC)NC(=O)Nc1ccc(C(C)=O)cc1
  i	-9.3%	19.8%	-7.9%	0.8%	i	-0.5%	-6.0%	11.8%
Cc1ccc(C(O)P(=O)(OCc2ccccc2)c2ccc(N(C)C)cc2)cc1 (stereo not given)
  i	-1.5%	16.5%	-4.8%	1.6%	-8.1%	?	0.3%	-28.1%
CCN(CC)S(=O)(=O)c1cccc(NC(=O)COC(=O)CCC(=O)c2cccs2)c1
  i	4.8%	3.8%	0.7%	0.7%	i	4.9%	4.1%	8.2%
Cn1nnnc1SCC(=O)c1c(N)n(C2CC2)c(=O)[nH]c1=O
  i	-0.5%	-8.5%	-4.2%[1.84 µM]	2.5%	-41.0%[inhibitor]	10.8%	0.4%	0.3%
CCSc1nc(-c2ccccc2)c(C#N)c(=O)[nH]1
  i	-6.7%	12.4%	1.1%	-2.7%	-14.2%[57.5 µM]	-3.4%	-4.8%	3.3%

# A second format for part of the listing above:
CC(=O)c1ccc(N2CCN(c3ccc(NC(=O)c4cccs4)cc3C(=O)O)CC2)cc1
  Akt phos inh: .	TDP43 rescue: 22.8%	Abeta rescue: -0.6%	aSyn rescue: .	MmCpn inh: .	PTHR1 ag: -14.7%	GLP-1R inv ag: 5.7%	GLP1R cytotox: -0.1%	FUS suppressor: 5.9%

COc1cccc(NC(=O)CNC(=O)Cn2cnc3sc4c(c3c2=O)CCCC4)c1
  Akt phos inh: i	TDP43 rescue: 1.8%	Abeta rescue: ?	aSyn rescue: -1.1%	MmCpn inh: 2.4%	PTHR1 ag: i	GLP-1R inv ag: -18.1%	GLP1R cytotox: -3.5%	FUS suppressor: -0.3%

# Assay outcomes from PubChem.

# An excerpt; count on the stated rates, not on these rows.
